Bioassay records (PubChem BioAssay)
CXXC DNA block: qHTS Fluorescence Polarization Assay for Inhibitors of MLL CXXC domain - DNA interaction; Histone-lysine N-methyltransferase 2A (Homo sapiens), Q03164; MLL-CXXC / FITC-HOXA9 DNA fluorescence polarization; Potency, µM (series often up to 115 µM), for the others: top-dose activity change, negative = inhibition, most hits filed as inhibitors; 290,000 compounds, 0.037% hits; AID 2662, 2010; active means well fitted inhibition curve with a large enough effect in the polarisation, with a control signal flat, not every such curve was filed as active; inconclusive means small, poorly fitted or top-dose-only effect, or effect the other way, or a change in a side signal; inactive means no such curve, though single readings can be large or run the other way; the % refers to the polarisation; further: potency means the concentration at half of the fitted maximal effect
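Fluorescence polarization: 7 uM MLL-CXXC (stock) preincubated 5 min with compounds, then 50 nM fluorescein-HOX-A9 DNA (stock) added; 30 min ambient. Buffer 50 mM Tris-HCl pH 7.5, 50 mM NaCl, 1 mM DTT, 0.05% BSA.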
KCNH2 3.1 inh: qHTS for Inhibitors of KCHN2 3.1: Mutant qHTS; U2OS KCNH2 3.1, thallium flux FluxOr; active compounds read low; activity change, % (tested at about 1.8 µM); 340,000 compounds, 0.95% hits; AID 720553, 2013;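 active means maximum activity change below -70%; inconclusive means maximum activity change from -70% to -50%; inactive means maximum activity change above -50%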;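 further: thallium influx rate constant from kinetic fluorescence after stimulation buffer; on the % scale 0 is the no-effect control and ±100 the full control effect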
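Kinetic fluorescence (2 min after stimulation buffer) measures Tl+ influx through KCNH2 3.1 expressed by viral transduction in U2OS cells; the rate constant is normalized against DMSO controls serving as positive and negative references.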
Coupling enz: qHTS Assay for Inhibitors of Fructose-1,6-bisphosphate Aldolase from Giardia Lamblia: Coupling assay counterscreen | coupling enzyme system counterscreen, AmpLite Red fluorescence | 290,000 compounds, 0.67% hits | activity change, negative = inhibition, % at 58.2 µM, hits read low | AID 2472, 2010; in the data active means activity change below about -30%; further: on the % scale 0 is the no-effect control and ±100 the full control effect
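Coupling enzymes only (glyceraldehyde-3-phosphate) + compound, at 57.5 uM final, 10 min RT; add substrate/coupling/AmpLite Red mix, 20 min RT; fluorescence ex 525/em 598 nm. Actives flag coupling-system interference.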
A-T KAP1 phos: qHTS Assay for Identifying a Potential Treatment of Ataxia-Telangiectasia | […] A-T fibroblasts, KAP-1 phosphorylation AlphaLISA; neocarzinostatin DNA damage 30 min before lysis | Potency, µM (highest dose often 57.5 µM), for the others: at the highest dose activation, actives largely listed as activators | 320,000 compounds, 0.19% hits; further: potency means the concentration at half of the fitted maximal effect; % of control where 0% means no effect; nearly all actives have a fitted effect of over 45% in size
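hTERT-immortalized A-T patient fibroblasts ([…]), 500 cells/well in OPTI-MEM, 1% FBS, got compounds for 60 min, then NCS for 30 min at 37C. Lysates were then assayed for phospho-KAP-1 by AlphaLISA (anti-pKAP1 donor, anti-KAP1 acceptor beads), 6 hr at 25C.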
a7 integrin act: qHTS for Activators of Integrin-Mediated Alleviation for Muscular Dystrophy. Potency, µM (doses to about 38.3 µM), without a hit: top-dose activation, usual class: activators. 350,000 compounds, 0.064% hits. alpha7betagal myoblasts, beta-gal FDG fluorescence, 48 h;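 further: potency means the concentration at half of the fitted maximal effect; 100% = response of the positive control SU9516; nearly all actives have a fitted effect of over 60% in size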
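Alpha7betagal+/- myoblasts (passage 13) were plated 16-24 hr, then exposed to compounds (1:260 dilution of DMSO stock) for 48 hours at 37C. After MPER lysis, β-galactosidase reporter activity was read as FDG fluorescence (ex 480/em 540) after 30 minutes.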
GALK inhibitor: qHTS Assay for Inhibitors of Human Galactokinase (GALK); P51570; Purified GALK, Kinase-Glo residual ATP luminescence; Potency, µM (series often up to 57.5 µM), inactives show at the top dose activity change, negative = inhibition, actives largely listed as inhibitors; 270,000 compounds, 0.007% hits; AID 1868, 2009; further: potency means the concentration at half of the fitted maximal effect; on the % scale 0 is the no-effect control and ±100 the full control effect
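Compounds were pin-transferred into ATP buffer (35 uM final), then GALK plus galactose (5 nM, 100 uM final) was added. After 1 h at room temperature, Kinase-Glo Plus was added and luminescence read after 10 min.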
KCNH2 WT inh: qHTS for Inhibitors of KCHN2 3.1: Wildtype qHTS; Voltage-gated inwardly rectifying potassium channel KCNH2 (Homo sapiens), Q12809; U2OS, BacMam KCNH2, thallium flux FluxOr; active compounds read low; activity change, % at 1.84 µM; 340,000 compounds, 0.37% hits; AID 720551, 2013;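 active means maximum activity change below -70%; inconclusive means maximum activity change between -70% and -50%; inactive means maximum activity change above -50%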; further: on the % scale 0 is the no-effect control and ±100 the full control effect
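U2OS cells transduced with wild-type KCNH2 virus are loaded with FluxOr dye for 45 min, and thallium flux is measured in kinetic reads before and after stimulation buffer. Rate constants are normalized to DMSO controls.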
S-ASM inh: Inhibitors of Secretory Acid Sphingomyelinase (S-ASM): qHTS; Potency, µM (top dose mostly 57.5 µM), for inactives: at the highest dose activity change, negative = inhibition, usual class: inhibitors; 340,000 compounds, 0.006% hits; Sphingomyelin phosphodiesterase (Homo sapiens), P17405; AID 504937, 2011; placental ASM, HMU-PC fluorogenic substrate, 60 min; further: potency means the concentration at half of the fitted maximal effect
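qHTS format. ASM enzyme prepared from human placenta hydrolyses the fluorogenic substrate HMU-PC0 (9 uM final) over 60 min at 37 °C after a 10 min compound preincubation.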
TRPV1 agonist: HTS Assay for Compounds that Act as Agonists of the Vanilloid Receptor 1; TRPV1-expressing cells, Fluo-8 calcium influx, agonist mode; activation, % at 8.33 µM; 320,000 compounds, 0.19% hits; AID 540275, 2011; in the data active means activation above about 80%; inconclusive means between about 30% and that limit; further: 0% is about no effect
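Fluo-8 calcium influx in TRPV1-expressing cells, kinetic read (ex 480/em 520 nm). Compound added and read 3 min for agonist activity, followed by capsaicin at EC20 final and 2 min further read for enhancement.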
MBNL1 CUG block: qHTS Assay for Inhibitors of MBNL1-poly(CUG) RNA binding. TR-FRET MBNL1-His/biotin-(CUG)12 binding, 665/545 ratio. 280,000 compounds, 0.036% hits. Muscleblind-like protein 1 (Homo sapiens), Q9NR56. Potency, µM (titrated, usually from 57.5 µM), inactives show at the highest dose activity change, negative = inhibition, actives largely listed as inhibitors. AID 2675, 2010; active means well fitted inhibition curve with a large enough effect in the signal ratio, with a control signal flat, not every such curve was filed as active; inconclusive means small, poorly fitted or top-dose-only effect, or effect the other way, or a change in a side signal; inactive means no such curve, though single readings can be large or run the other way; the % refers to the signal ratio; further: potency means the concentration at half of the fitted maximal effect; on the % scale 0 is the no-effect control and ±100 the full control effect
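Compounds (final 92 nM to 58 uM) are added to His-tagged MBNL1 and biotin-(CUG)12, then terbium anti-His antibody and streptavidin-XL665 (5 nM final). After 60 min at room temperature, the 665/545 nm ratio is read.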
* marks the source's active call; other numbers are inactive results; i = inactive; ? = inconclusive; / = not tested or not shown; & = joins results of further samples; [ ] = another dose, or the depositor's remark. Unless noted, the call rests on the fitted dose curve; in most records, active means well fitted curve in the direction sought with a large enough effect; inconclusive means small, poorly fitted or top-dose-only effect, or another doubt; inactive means no such curve, though single readings can be large; an effect the other way counts as inactive or inconclusive. The order is random (roughly 2% active in at least one column).

SMILES	CXXC DNA block	KCNH2 3.1 inh	Coupling enz	A-T KAP1 phos	a7 integrin act	GALK inhibitor	KCNH2 WT inh	S-ASM inh	TRPV1 agonist	MBNL1 CUG block
COc1ccc(N(C)C(=O)CCS(=O)(=O)c2cccc3nonc23)c(OC)c1	-10%	5	0	4%	2%	0%	-7	0%	-4	?
OCC(O)C(O)CC1SCCS1 (stereo not given)	/	-14	/	/	27%	/	10	3%	/	/
CCCCC(=O)Nc1ccc(C(=O)Nc2ccc(S(=O)(=O)Nc3nccc(C)n3)cc2)cc1	-8%	2	1	-5%	-5%	-1%	-10	0%	-7	/
CCCC(=O)N1CCN(c2nc(CC(C)C)c3c(c2C#N)CCC3)CC1	-7%	-1	6	13%	4%	0%	3	18%	83*	1%
CSc1nc(-c2ccccc2)c2cc(Cl)ccc2n1	13%	29	4	8%	-23%	0%	/	77%[activator]	0	/
CC(=O)N1C(=O)C2(C(C#N)=C(N)Oc3n[nH]c(-c4ccccn4)c32)c2ccccc21 (stereo not given)	0%	-7	-4	3%	-3%	-1%	-3	-6%	1	1%
Cc1ccc(Nc2nc(C)cc(C)c2C(N)=O)c(C)c1	3%	10	2	8%	?	-6%	2	4%	5	-12%
Cc1cc(C)c(C(=O)NC2CCCc3c2cnn3-c2cccc(C)c2C)o1 (stereo not given)	0%	2	/	7%	13%	-5%	-7	-1%	2	2%
CC(C)CC(NC(=O)OC(C)(C)C)C(=O)NCc1ccccc1 (stereo not given)	-3%	-1	0	23%	-8%	2%	3	1%	24	1%
CC(C)C(C)(C#N)NC(=O)CSc1nc2scc(-c3ccco3)c2c(=O)n1-c1ccccc1 (stereo not given)	-2%	11	2	1%	-1%	3%	-3	-4%	3	25%
CCOC(=O)C1=C(C)N(CCCCCC(=O)O)C(=O)NC1c1cccc([N+](=O)[O-])c1 (stereo not given)	-3%	-2	0	-5%	1%	/	-6	2%	4	16%
COc1ccccc1-n1c(=O)[nH]c2c(C(N)=O)nc(-c3cccnc3)nc21	-3%	6	4	5%	-11%	-1%	-4	117%[activator]	-1	-7%
C/C(=N\Nc1ccc(F)cc1F)c1ccc(N2CCOCC2)cc1	-13%	1	-1	-20%	-13%	-2%	-7	-4%	4	1%
Cn1/c(=N/N=C/c2ccc(Cl)c([N+](=O)[O-])c2)sc2ccccc21	-4%	-22	0	-4%	9%	4%	-11	-2%	8	-1%
O=C(/C=C\NCC(=O)c1ccccc1)c1ccc2ccccc2c1	3%	6	1	-4%	-12%	1%	-3	-3%	3	45%[activator]
C/C(=C\C(=O)c1ccc(Cl)cc1)Nc1ccc(N2CCOCC2)cc1	13%	-12	3	-3%	-31%	1%	3	1%	0	0%
Cc1ccc(C(=O)Nc2cc([N+](=O)[O-])ccc2F)s1	?	-8	-3	-8%	-4%	2%	12	3%	16	?
CC(C)c1cc(-c2cc(-c3ccc(Cl)cc3)on2)nc(NC2CCCC2)n1	3%	-12	0	19%	17%	4%	0	3%	0	-7%
C/C(=N\NC(=O)Cn1c(C)nc2ccccc21)c1cccs1	10%	1	5	-3%	0%	1%	2	2%	-2	/
Cc1cc(C)cc(NC(=O)CN2CCc3ccccc3C2)c1	2%	-1	2	3%	8%	-3%	-7	1%	11	7%
COc1cc(C)ccc1S(=O)(=O)n1nc(C)cc1C	0%	-6	0	2%[11.5 µM]	3%	0%	2	-1%	2	4%
Fc1ccc(-n2c(Cn3nnc4ccccc43)n[nH]c2=S)cc1	4%	2	6	-2%	26%	3%	-7	-3%	0	1%
COC(C(=O)Nc1ccnn1C1CCN(Cc2nccs2)CC1)c1ccccc1 (stereo not given)	0%	9	1	13%	2%	-1%	7	1%	2	4%
COc1ccc(-c2nnc(SCC(=O)N3CCCC3)o2)c(OC)c1	7%	-3	0	-1%	-23%	0%	-13	4%	2	-4%
CCOc1ccc(CCNC(=O)c2cc(-c3ccccc3)c(N3CCOCC3)s2)cc1	/	-15	/	/	-4%	/	1	-10%	/	/
O=C(CCN1C(=O)c2ccccc2C1=O)C1=NN[C@@H]2C(=O)N(c3cccc(Cl)c3)C(=O)[C@H]12	-6%	/	3	-4%	0%	1%	0	-2%	1	?
Cc1ccc(S(=O)(=O)N(C)CC(=O)OCC(=O)N2CCN(c3ccccc3)CC2)cc1	4%	-11	2	5%	-10%	1%	4	1%	-1	/
Cc1ccccc1-n1c(SCC(=O)N2CCCCC2)nc(O)cc1=O	4%	-1	/	16%	-12%	-4%	-12	5%	-1	2%
NC(=NCc1ccccc1)c1cccc([N+](=O)[O-])c1	5%	23	3	0%	1%	-6%	24	-1%	1	?
O=C(c1ccccn1)N1CCN(S(=O)(=O)c2ccc(F)cc2)CC1	2%	14	2	5%	1%	-1%	-14	2%	5	-4%
CC1C(=O)N2CCCc3cc(NC(=O)COc4ccc(Cl)cc4)cc1c32 (stereo not given)	/	3	/	0%	15%	/	-2	-3%	-10	/
COc1ccc(CNC(=O)c2ccc3nccnc3c2)cc1	-2%	15	1	-3%	-5%	7%	6	0%	-5	?
CN1CCN(Cc2cc(COCc3ccccc3)c3cccnc3c2O)CC1	0%	5	-3	-12%&-4%	-46%	3%	-13	4%	0	?
COc1ccc(C(=O)NCc2nnc(SC)n2Cc2ccccc2)cc1	-3%	-9	6	6%	15%	1%	4	-1%	-1	-13%
Cn1c(=O)c2c([nH]c(=O)n2C)n(Cc2ccccc2)c1=O	/	0	/	/	21%	/	-5	-1%	/	/
Cc1ccc(OCC(=O)N(Cc2ccccc2)c2c(N)n(Cc3ccccc3)c(=O)[nH]c2=O)c(C)c1	/	-19	/	11%	-39%	/	-3	-3%	0	/
COCC(=O)n1cc(C(=O)OC)c2ccccc21	0%	4	0	3%	-7%	-3%	-2	-1%	1	-1%
COc1ccc(N(CC(=O)NN=C2CCN(C)CC2)S(=O)(=O)c2ccc(NC(C)=O)cc2)cc1	2%	0	2	0%	8%	-1%	-3	-1%	0	-8%
CN1CCCC1CCNc1ccc2c(=O)c3ccccc3oc2c1 (stereo not given)	1%	-14	1	26%	-21%	/	-2	i	0	3%
Cc1ccccc1C(=O)NCC(=O)OC(C)C(=O)Nc1cccc(S(=O)(=O)N2CCOCC2)c1 (stereo not given)	/	-4	/	10%	9%	/	-4	1%	0	/
O=C(CN1CCOCC1)Nc1cc(Cl)ccc1Cl	7%	0	0	-1%	14%	2%	-9	3%	13	-1%
O=S(=O)(NN1CCOCC1)c1ccc(Br)cc1	-3%	-3	-4	2%	0%	0%	-23	-2%	3	-5%
CSc1nc(SCC(=O)NCc2ccco2)c2c3c(sc2n1)COC(C)(C)C3	-6%	11	0	7%	-26%[7.66 µM]	4%	5	8%	20	161%[activator]
Cc1ccc(C(=O)N2CCCCCC2)cc1S(=O)(=O)Nc1ccccc1	15%	/	/	8%	10%	-1%	2	2%	-3	-1%
CCCn1cc2c(c1-c1cccc(C)c1)c(=O)n(C)c(=O)n2C	0%	1	3	6%	-2%	-2%	-9	2%	0	-3%
Cc1cc(=O)oc(C)c1C(=O)NCCC(C)C	-7%	-2	7	1%	-10%	0%	-7	-4%	-4	?
CCOC(=O)CC(NS(=O)(=O)c1ccc(OC)c(C)c1)c1cccc([N+](=O)[O-])c1 (stereo not given)	4%	-6	0	1%	28%	/	-6	2%	15	?

Full records as entered above:
COc1ccc(N(C)C(=O)CCS(=O)(=O)c2cccc3nonc23)c(OC)c1 across the screens: CXXC DNA block: -10%; KCNH2 3.1 inh: 5; Coupling enz: 0; A-T KAP1 phos: 4%; a7 integrin act: 2%; GALK inhibitor: 0%; KCNH2 WT inh: -7; S-ASM inh: 0%; TRPV1 agonist: -4; MBNL1 CUG block: ?
COc1ccc(-c2nnc(SCC(=O)N3CCCC3)o2)c(OC)c1 across the screens: CXXC DNA block: 7%; KCNH2 3.1 inh: -3; Coupling enz: 0; A-T KAP1 phos: -1%; a7 integrin act: -23%; GALK inhibitor: 0%; KCNH2 WT inh: -13; S-ASM inh: 4%; TRPV1 agonist: 2; MBNL1 CUG block: -4%
